Screening results as filed in PubChem.
AMA1-RON2 inh = inhibitors of Plasmodium falciparum AMA1-RON2 interaction | AlphaScreen AMA1-biotinylated RON2 peptide binding | Potency, µM (top dose mostly 58.2 µM), without a hit: top-dose activity change, negative = inhibition, most hits filed as inhibitors | 360,000 compounds, 0.2% hits;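 further: potency means the concentration at half of the fitted maximal effect; 0% = vehicle wells and -100% = peptide control; nearly all actives have a fitted effect of over 45% in size; some results filed as inactive show a strong effect at the top dose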
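AMA1 (3D7) with his tag at 25 nM final met compounds first, then biotinylated RON2 peptide at 25 nM; detection used donor plus acceptor beads, 10 µg/mL apiece, read by AlphaScreen after 30 min at room temperature.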
Giardia FBPA inh = inhibitors of Giardia lamblia fructose-1,6-bisphosphate aldolase; purified Giardia FBPA; Potency, µM (highest dose often 59.6 µM), without a hit: at the top dose activity, negative = inhibition, actives largely listed as inhibitors; AID 2451; 290,000 compounds, 0.71% hits; A8B2U2; further: potency means the concentration at half of the fitted maximal effect; nearly all actives have a fitted effect of over 55% in size
Target sequence (A8B2U2 whole entry, looked up): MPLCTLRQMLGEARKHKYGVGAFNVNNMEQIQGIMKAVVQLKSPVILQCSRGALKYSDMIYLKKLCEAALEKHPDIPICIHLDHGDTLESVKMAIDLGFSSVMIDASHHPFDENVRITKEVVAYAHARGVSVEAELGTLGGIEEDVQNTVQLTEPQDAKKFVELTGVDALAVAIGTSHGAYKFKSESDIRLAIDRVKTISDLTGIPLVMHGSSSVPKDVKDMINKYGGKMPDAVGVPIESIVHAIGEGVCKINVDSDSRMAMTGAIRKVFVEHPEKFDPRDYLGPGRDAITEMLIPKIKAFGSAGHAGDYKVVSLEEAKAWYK
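Giardia FBPA (40 nM reagent) was preincubated 10 min at RT with compound (up to 57.5 uM final), then substrate plus GAPDH/TPI/NAD/arsenate coupling system with diaphorase/resazurin was added; resorufin fluorescence (525/598 nm) was read after 20 min.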
Sm TGR inh = inhibitors of Schistosoma mansoni thioredoxin glutathione reductase. Q962Y6. purified TGR, DTNB reduction, TNB absorbance 405 nm. Potency, µM (titrated, usually from 114 µM), for the others: top-dose activity change, negative = inhibition, hits mostly inhibitors. 360,000 compounds, 3% hits. AID 485364; further: potency means the concentration at half of the fitted maximal effect; nearly all actives have a fitted effect of over 60% in size
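First, TGR (20 nM dispensed) and NADPH were mixed with compound. Second, a 15 min room-temperature incubation followed. Third, further NADPH and then DTNB were added to start the reaction. Finally, TNB absorbance was monitored kinetically.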
HCV inh = inhibitors of hepatitis C virus infection; Huh7.5.1 HCVcc-Cre infection, luciferase reporter, 44 h; Potency, µM (highest dose often 41.8 µM), without a hit: at the highest dose activity change, negative = inhibition, most hits filed as inhibitors; 340,000 compounds, 3.4% hits; AID 651820; further: potency means the concentration at half of the fitted maximal effect
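Luciferase read-out (15 sec integration) after a 15 min room-temperature substrate step quantifies HCVcc-Cre infection. Cells, 1,000 per well, had compound added 4 h post-plating, then virus at ~0.5 moi, and were cultured 44 h.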
AmpC detergent = AmpC beta-lactamase inhibition with detergent present | P00811 | AmpC hydrolysis of nitrocefin, absorbance 480 nm, 0.01% Triton | Potency, µM (titrated, usually from 114 µM), inactives show at the top dose activity change, negative = inhibition, actives largely listed as inhibitors | 370,000 compounds, 0.041% hits;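 further: potency means the concentration at half of the fitted maximal effect; 0% = no-compound wells and -100% = no-enzyme wells; nearly all actives have a fitted effect of over 25% in size; some results filed as inactive show a strong effect at the top dose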
Target sequence (P00811 whole entry, looked up): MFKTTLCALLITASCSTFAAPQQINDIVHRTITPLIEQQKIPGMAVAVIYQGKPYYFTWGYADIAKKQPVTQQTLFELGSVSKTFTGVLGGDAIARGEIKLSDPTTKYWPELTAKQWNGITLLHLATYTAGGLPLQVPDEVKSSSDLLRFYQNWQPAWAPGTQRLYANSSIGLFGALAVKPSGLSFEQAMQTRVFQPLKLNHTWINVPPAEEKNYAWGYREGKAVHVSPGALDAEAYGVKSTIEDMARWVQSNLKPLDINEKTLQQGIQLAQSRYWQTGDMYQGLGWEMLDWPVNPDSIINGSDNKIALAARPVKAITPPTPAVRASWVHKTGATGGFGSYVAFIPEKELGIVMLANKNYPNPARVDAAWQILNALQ
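AmpC (5.3 nM in the dispensed reagent) in 20 mM phosphate pH 7.0 with 0.01% (detergent screen) or 0.0001% Triton X-100 was preincubated with compounds for 15 min at room temperature. Nitrocefin was then added from an 800 uM solution, and hydrolysis was followed at 480 nm.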
HCMV inh = human cytomegalovirus inhibition; HFF cells, HCMV-luciferase reporter, 72 h; active compounds read low; activity change, negative = inhibition, % at 57.5 µM; 410,000 compounds, 4.5% hits; in the data active means activity change below about -60%; inconclusive means no clear call, values can overlap the other calls; inactive means above about -39%
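After 16 h attachment at 37C, HFF cells received test compound and HCMV-luciferase (1 PFU/cell); reporter luminescence read 72 h later, data normalized against buffer-only and known inhibitor Salinomycin.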
Active calls of the source: *; [ ] = dose if it differs, or a comment. Unless noted, the call rests on the fitted dose curve; in most records, active means well fitted curve in the direction sought with a large enough effect; inconclusive means small, poorly fitted or top-dose-only effect, or another doubt; inactive means no such curve, though single readings can be large; an effect the other way counts as inactive or inconclusive. Unless noted, on the % scale 0 is the no-effect control and ±100 the full control effect.

For Cc1cccc(-n2c(=O)c3c(c4cc(C)ccc4n3C)n(CC(=O)Nc3ccc(C)cc3C)c2=O)c1 the results were Sm TGR inh 26%, AmpC detergent 12% and HCMV inh 7.
`CNC(=O)c1nnn(Cc2ccccc2)c1NC(=O)C(F)(F)F` gave AMA1-RON2 inh 9%, Giardia FBPA inh -6%, Sm TGR inh 4%, HCV inh -29%, AmpC detergent -1% and HCMV inh 5.
For O=C(c1cccc(N2CCCC2=O)c1)N1CCN(c2ccc(F)cc2)CC1 the results were AMA1-RON2 inh 17%, Sm TGR inh 6%, HCV inh 3%, AmpC detergent 1% and HCMV inh 38.
O=C(CSc1nnnn1C1CCCCC1)NCc1cccs1 was read as AMA1-RON2 inh 7%, Giardia FBPA inh 4%, Sm TGR inh 0%, HCV inh 11%, AmpC detergent -3% and HCMV inh -23.
`Cc1cccc(CN2CCN(C3CCCC3)C(CCO)C2)n1` (configuration not stated) gave AMA1-RON2 inh 5%, Giardia FBPA inh -5%, Sm TGR inh 10%, HCV inh 0%, AmpC detergent 7% and HCMV inh 17.
For COc1ccc(NC(=O)CSc2ncccc2C(=O)O)cc1OC the results were Sm TGR inh 0%, AmpC detergent 2% and HCMV inh 20.
Screening COc1cccc(CNC(=O)CCCN2C(=O)CCn3nc(-c4cccn4C)cc32)c1 returned Sm TGR inh -11%, AmpC detergent 16% and HCMV inh 1.
CCCc1cc(=O)[nH]c(Nc2ccc(O)cc2)n1 was read as AMA1-RON2 inh -6%, Giardia FBPA inh -20%, Sm TGR inh 4%, HCV inh 14%, AmpC detergent 2% and HCMV inh 54.
Cc1cc(C)cc(-c2nnc(SCC(=O)NCC3CCCO3)o2)c1 (configuration not stated) was read as AMA1-RON2 inh 4%, HCV inh -10% and HCMV inh 98.
`O=C(ONC1=NCCCCC1)c1ccc(Cl)cc1` gave AMA1-RON2 inh 0%, Giardia FBPA inh -3%, Sm TGR inh -2%, HCV inh 2.5µM*, AmpC detergent inconclusive and HCMV inh 31.
For CCN1CCN(c2ccc(NC(=O)COc3ccccc3Cl)cc2)CC1 the results were AMA1-RON2 inh 1%, Giardia FBPA inh 0%, Sm TGR inh 0%, HCV inh -2%, AmpC detergent -7% and HCMV inh -6.
`CCOc1ccc2nc(N3CCCC(C(=O)NCc4ccccc4Cl)C3)sc2c1` (configuration not stated) gave Sm TGR inh 25%, AmpC detergent 10% and HCMV inh 14.
`CCCn1nc2cc(C(=O)NCc3ccc(OC)cc3)ccc2c1OCC` gave AMA1-RON2 inh 12%, Giardia FBPA inh 4%, Sm TGR inh -16%, HCV inh -29%, AmpC detergent inconclusive and HCMV inh 1.
COC(=O)c1ccc(COc2cccc3c2CCN(Cc2cccc(C)c2)C3=O)o1 was read as AMA1-RON2 inh -2%, Giardia FBPA inh 0%, Sm TGR inh -13%, HCV inh inconclusive, AmpC detergent 0% and HCMV inh -24.
Screening COC(=O)c1cn(C(=O)c2cc(OC)c(OC)c(OC)c2)c2ccccc12 returned AMA1-RON2 inh -7%, Giardia FBPA inh 6%, Sm TGR inh 6%, HCV inh 2%, AmpC detergent -5% and HCMV inh 15.
C=CCN(CC=C)C(=O)c1cccc(OC2CCN(CC(C)(C)C)CC2)c1 was read as AMA1-RON2 inh -1%, Giardia FBPA inh 4%, Sm TGR inh -1%, HCV inh 0%, AmpC detergent inconclusive and HCMV inh -24.
`O=C(Nc1ccc(N2C(=O)C3C4C=CC(C4)C3C2=O)cc1)Nc1nncs1` (configuration not stated) gave AMA1-RON2 inh 0%, Giardia FBPA inh 5%, Sm TGR inh 3%, HCV inh -14%, AmpC detergent -12% and HCMV inh 19.
`Nc1c(N=Nc2ccccc2F)c(=O)[nH]n1-c1ccccc1` gave AMA1-RON2 inh 0%, Giardia FBPA inh -8%, Sm TGR inh 14%, HCV inh 30%[activator], AmpC detergent 0% and HCMV inh 80.
For Cc1ccc(-n2nc3ccc(N)cc3n2)c(C)c1 the results were AMA1-RON2 inh -15%, Giardia FBPA inh -14%, Sm TGR inh 7%, HCV inh -4%, AmpC detergent -9% and HCMV inh 7.
COc1ccc(S(=O)(=O)N2CCOCC2)cc1NC(=O)c1cc(C)oc1C was read as AMA1-RON2 inh -8%, Sm TGR inh -14%, HCV inh 11%, AmpC detergent -2% and HCMV inh -25.

Fetched by structure from the entries so far:
For CCN1CCN(c2ccc(NC(=O)COc3ccccc3Cl)cc2)CC1 the results were AMA1-RON2 inh 1%, Giardia FBPA inh 0%, Sm TGR inh 0%, HCV inh -2%, AmpC detergent -7% and HCMV inh -6.
`CCCn1nc2cc(C(=O)NCc3ccc(OC)cc3)ccc2c1OCC` gave AMA1-RON2 inh 12%, Giardia FBPA inh 4%, Sm TGR inh -16%, HCV inh -29%, AmpC detergent inconclusive and HCMV inh 1.
`CCOc1ccc2nc(N3CCCC(C(=O)NCc4ccccc4Cl)C3)sc2c1` (configuration not stated) gave Sm TGR inh 25%, AmpC detergent 10% and HCMV inh 14.
CCCc1cc(=O)[nH]c(Nc2ccc(O)cc2)n1 was read as AMA1-RON2 inh -6%, Giardia FBPA inh -20%, Sm TGR inh 4%, HCV inh 14%, AmpC detergent 2% and HCMV inh 54.
For Cc1cccc(-n2c(=O)c3c(c4cc(C)ccc4n3C)n(CC(=O)Nc3ccc(C)cc3C)c2=O)c1 the results were Sm TGR inh 26%, AmpC detergent 12% and HCMV inh 7.

Next section:
For Cc1cc(Cl)ccc1OCC(=O)NNC(=O)c1ccco1 the results were AMA1-RON2 inh 39%[activator], Sm TGR inh -10%, HCV inh 15%, AmpC detergent 2% and HCMV inh 46.
Screening COc1ccc(CCNC(=O)C(=O)NCC2OCCN2C(=O)c2ccc(Cl)cc2)cc1 (configuration not stated) returned AMA1-RON2 inh -2%, Giardia FBPA inh 7%, Sm TGR inh 8%, HCV inh -28%, AmpC detergent inconclusive and HCMV inh -21.
O=C1CC(N2CCC(c3nc4ccccc4[nH]3)CC2)C(=O)N1c1ccccc1F (configuration not stated) was read as AMA1-RON2 inh -17%, Giardia FBPA inh 2%, Sm TGR inh 32µM*, HCV inh 12%, AmpC detergent 0% and HCMV inh 21.
COc1ccc(C2CC(=O)c3cc(-c4nc(-c5ccc(Cl)cc5)c(C)s4)c(=O)[nH]c3C2)cc1 (configuration not stated) was read as Sm TGR inh 3%, AmpC detergent 19% and HCMV inh 9.
For CNCCCOc1ccc(C)cc1OC the results were AMA1-RON2 inh -29%, Giardia FBPA inh inconclusive, Sm TGR inh 5%, HCV inh -28%, AmpC detergent -8% and HCMV inh 15.
`CC1(C)C2CCC(C2)C1(C)NC(=O)C[N+](C)(C)C` (configuration not stated) gave AMA1-RON2 inh -5%, Giardia FBPA inh 2%, Sm TGR inh 22%, HCV inh 14%, AmpC detergent -2% and HCMV inh 0.
COc1cc(C2C(C#N)=C(N)OC3=C2C(=O)CC(C)(C)C3)c([N+](=O)[O-])cc1OC (configuration not stated) was read as AMA1-RON2 inh -12%, Giardia FBPA inh inconclusive, Sm TGR inh -18%, HCV inh 28%, AmpC detergent -8% and HCMV inh -8.
COc1ccc(CCNS(=O)(=O)c2ccc3c(c2)c(=O)n(C)c(=O)n3C)cc1OC was read as Sm TGR inh -3%, AmpC detergent 1% and HCMV inh 2.
Screening FC(F)(F)c1ccccc1NC1=NCCC1 returned AMA1-RON2 inh 0%, Giardia FBPA inh -1%, Sm TGR inh 5%, HCV inh 17%, AmpC detergent -3% and HCMV inh -23.
`COc1ccccc1N1CCN(C(=O)c2cc(S(=O)(=O)N3CCC(C)CC3)cn2C)CC1` gave Sm TGR inh 5%, AmpC detergent 8% and HCMV inh -5.
For Nc1cc(Cl)ccc1C(=O)OCC(=O)NC1CCCCC1 the results were AMA1-RON2 inh 4%, Giardia FBPA inh 6%, Sm TGR inh -4%, HCV inh 0%, AmpC detergent -4% and HCMV inh 4.
CCOCCc1nnc(NC(=O)C(CC)c2ccccc2)s1 (configuration not stated) was read as AMA1-RON2 inh -19%, Giardia FBPA inh 3%, Sm TGR inh -11%, HCV inh 18%, AmpC detergent 1% and HCMV inh -13.
`COc1ccc2c(C)c(CCC(=O)NCCc3ccccc3)c(=O)oc2c1` gave Sm TGR inh 2%, AmpC detergent 3% and HCMV inh -18.
Screening CCn1cc(CN2CCC(n3nccc3NC(=O)CCOc3ccccc3)CC2)cn1 returned AMA1-RON2 inh -3%, Sm TGR inh -20%, HCV inh 0%, AmpC detergent 1% and HCMV inh 18.
Screening CCOC(=O)CSc1ccc2nnc(-c3ccncc3)n2n1 returned AMA1-RON2 inh -15%, Giardia FBPA inh 3%, Sm TGR inh -2%, HCV inh 9%, AmpC detergent -11% and HCMV inh -22.
For Cc1csc(NC(=O)CCC(=O)N(CC(=O)NC2CCCC2)Cc2ccco2)n1 the results were AMA1-RON2 inh -1%, Giardia FBPA inh 5%, Sm TGR inh 3%, HCV inh 0%, AmpC detergent 3% and HCMV inh 73.
Screening Cc1ccc(S(=O)(=O)N2CCN(C(=O)N3CCOCC3)CC2)cc1C returned AMA1-RON2 inh -2%, Giardia FBPA inh 6%, Sm TGR inh 6%, HCV inh -1%, AmpC detergent inconclusive and HCMV inh 83.
For Cc1cccc(NC(=S)NC2CC3CCCC(C2)N3CC(C)C)c1C (configuration not stated) the results were AMA1-RON2 inh -6%, Giardia FBPA inh -1%, Sm TGR inh -14%, HCV inh inconclusive, AmpC detergent -2% and HCMV inh 37.
For C=C(C)CSc1nc2sc3c(c2c(=O)n1C1CCCCC1)CCN(C)C3 the results were AMA1-RON2 inh -17%, Giardia FBPA inh -1%, Sm TGR inh -22%, HCV inh inconclusive, AmpC detergent -4% and HCMV inh 0.
Screening Cc1cc(C(=O)Nc2sc(C)c(C)c2C#N)no1 returned AMA1-RON2 inh -3%, Giardia FBPA inh -10%, Sm TGR inh -20%, HCV inh -28%, AmpC detergent 0% and HCMV inh 60.
`O=C(/C=C/c1ccc(Cl)cc1Cl)NC(=S)Nc1ccc(CN2CCOCC2)cc1` gave AMA1-RON2 inh 21%, Giardia FBPA inh -7%, Sm TGR inh -15%, HCV inh 8%, AmpC detergent inconclusive and HCMV inh -28.
For CC1(C)Cc2cccc(OCC(=O)N3CCN(S(=O)(=O)c4ccccc4)CC3)c2O1 the results were AMA1-RON2 inh -8%, Giardia FBPA inh -1%, Sm TGR inh -2%, HCV inh 6%, AmpC detergent -7% and HCMV inh 9.
